# PREPL inhibitor = PREPL enzyme inhibitors, primary screen, biochemical, fluorescence polarization | AID 2751, 2010 | recombinant PREPL, fluorescence polarization activity-based probe | inhibition, % at 5.96 µM | hit rate 0.68% among 320,000; in the data active = inhibition above about 43%;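 also: 0% = enzyme with DMSO and 100% = wells lacking enzyme; many of its hits are not listed in these tables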
# Target sequence (Q4J6C6 whole entry, looked up): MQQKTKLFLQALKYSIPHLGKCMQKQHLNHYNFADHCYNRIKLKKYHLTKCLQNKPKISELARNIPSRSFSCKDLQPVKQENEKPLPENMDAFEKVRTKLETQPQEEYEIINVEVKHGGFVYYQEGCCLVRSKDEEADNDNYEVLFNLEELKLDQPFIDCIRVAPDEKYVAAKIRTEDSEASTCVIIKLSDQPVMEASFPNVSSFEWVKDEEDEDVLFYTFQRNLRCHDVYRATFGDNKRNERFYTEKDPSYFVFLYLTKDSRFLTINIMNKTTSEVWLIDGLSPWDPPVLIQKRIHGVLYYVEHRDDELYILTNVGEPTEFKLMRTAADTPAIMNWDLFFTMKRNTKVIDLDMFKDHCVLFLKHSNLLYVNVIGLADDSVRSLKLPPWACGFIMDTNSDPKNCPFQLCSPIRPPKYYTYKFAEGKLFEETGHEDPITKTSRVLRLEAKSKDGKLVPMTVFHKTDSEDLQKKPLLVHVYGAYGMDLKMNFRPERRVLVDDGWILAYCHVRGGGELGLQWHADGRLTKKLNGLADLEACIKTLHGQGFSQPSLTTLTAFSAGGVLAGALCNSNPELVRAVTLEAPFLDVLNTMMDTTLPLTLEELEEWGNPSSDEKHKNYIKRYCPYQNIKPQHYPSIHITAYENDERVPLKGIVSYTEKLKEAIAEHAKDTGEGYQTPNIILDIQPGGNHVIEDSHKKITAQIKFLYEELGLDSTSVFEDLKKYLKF
# Efflux pump inh = inhibitors of Candida efflux pumps in yeast, primary screen, S. cerevisiae, Nile Red, multiplex. S. cerevisiae Candida pump triplex. inhibition, % at 10 µM. hit rate 0.44% among 330,000;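 active = plate passing quality check with inhibition over a set limit, or well fluorescence over plate mean plus 4 SD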;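 also: Nile Red retained in pooled yeast measured as flow cytometry median fluorescence; 0% = buffer negative control and 100% = Enniatin B positive control; higher means more Nile Red kept so more efflux inhibition; some compounds called inactive have numbers as strong as hits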
# Active calls of the source: *. A portion of the library (hit frequency here may not be typical).
Structure | PREPL inhibitor | Efflux pump inh
C[C@H](NC(=O)c1ccco1)C(=O)OCC(=O)N1CC(=O)Nc2ccccc21 | 1 | 0.0
O=C(CSc1n[nH]c(=O)n1C1CC1)Nc1ccc(OC(F)(F)F)cc1 | 2 | 0.3
COc1ccc(NS(=O)(=O)c2cc(NC(=O)c3ccc(Cl)cc3)ccc2N2CCOCC2)cc1 | 21 | 0.4
CCCCn1c(N)c(N(CCOC)C(=O)CN(C)CC(=O)Nc2ccc(Cl)c(Cl)c2)c(=O)[nH]c1=O | 25 | -0.1
CC(=O)Nc1ccc(SCC(=O)NC(=O)c2ccc(S(=O)(=O)N(C)C)cc2)cc1 | -5 | -0.1
Fc1ccc2cc(-c3cccnc3)ncc2c1 | -45 | -0.2
O=C(Cc1ccccc1)OCC(=O)c1cccc([N+](=O)[O-])c1 | 21 | 0.0
Cc1cc(=O)[nH]c2sc(C(=O)N3c4ccccc4CC3C)c(N)c12 (configuration not stated) | -1 | 0.1
Cc1noc(NS(=O)(=O)c2ccc(NC(=O)COc3ccc(C#N)cc3)cc2)c1C | 17 | -0.1
CCOC(=O)C1CCN(C(=O)COC(=O)CSc2ccccc2C)CC1 | 14 | 0.0
C[C@H](CO)N1C[C@H](C)[C@H](CN(C)C(=O)Nc2ccc(F)cc2)Oc2ccc(NC(=O)NC3CCCCC3)cc2CC1=O | 15 | 0.1
COc1cc(OC)cc(-c2c(C#Cc3ccsc3)c3cc(-c4ccc(SC)cc4)ccc3n2C)c1 | 20 | 0.4
COc1ccc(C(=O)C(C)OC(=O)COc2ccccc2)cc1 (configuration not stated) | -8 | -0.2
O=C(COC(=O)c1ccccc1F)NCc1ccc2c(c1)OCO2 | -4 | 0.0
CCC[C@@H](CN1CCC[C@H]1CN1C(N)=NC[C@@H]1Cc1ccccc1)N1C[C@@H](Cc2ccccc2)N(CCCC2CCCC2)C1=N | 42 | 0.1
COc1ccc(C(=O)OCC(=O)N2CCN(C(=O)c3ccco3)CC2)cc1OC | 4 | 0.0
O=C(c1cccs1)N1CCN(C(=O)c2cn(-c3ccccc3)nc2-c2ccccc2)CC1 | -1 | -0.2
NS(=O)(=O)c1ccc(NC(=O)COC(=O)C2CC2)cc1 | -8 | 0.0
CCOc1cc(N2CCOCC2)c(OCC)cc1NC(=O)CSc1nnc(N)s1 | 5 | -0.5
COC(=O)c1cc(CNC(=O)C2CC(=O)N(c3ccc4c(c3)OCCO4)C2)ccc1OC (configuration not stated) | 3 | 0.2
O=C(COC(=O)C12CC3CC(CC(Br)(C3)C1)C2)Nc1c(F)cccc1F | 4 | -0.1
CN(C)C(CNC(=O)C1CCCN1C(=O)c1cccs1)c1ccccc1 (configuration not stated) | -2 | -0.2
Fc1ccc2cnc(-c3ccccc3)cc2c1 | -14 | 0.3
Cc1c(Cl)cccc1NC(=O)CNC(=O)Cc1n[nH]c(=O)c2ccccc12 | 5 | 0.4
O=C(NN=C(c1ccccc1)c1ccccn1)c1ccccc1 | 14 | 0.1

# Additional records
Structure | PREPL inhibitor | Efflux pump inh
Cc1noc(C)c1NC(=O)N(C)C[C@H]1Oc2ccc(NC(=O)NC(C)C)cc2C(=O)N([C@H](C)CO)C[C@@H]1C | 2 | -0.3
Cc1cccc(NC(=O)c2nc[nH]c2C(=O)N2CCN(c3ccccc3)CC2)c1 | 41 | -0.2
C#CC(=O)CCC1CCCN1C(=O)OC(C)(C)C (configuration not stated) | 4 | -0.1
CSCCC(NS(=O)(=O)c1ccc(C)cc1C)C(=O)Nc1cccnc1 (configuration not stated) | 12 | 0.0
Cc1cccc(N2CC(C(=O)OCC(=O)Nc3sccc3C(N)=O)CC2=O)c1C (configuration not stated) | 6 | -0.1
CC(OC(=O)c1ccccc1)C(=O)NCc1ccco1 (configuration not stated) | 10 | -0.1
O=C1CCC(C(=O)Nc2cccc(S(=O)(=O)Nc3ccccc3F)c2)=NN1 | 18 | -0.3
O=C(COC(=O)Cc1c(F)cccc1Cl)Nc1ccc2[nH]c(=O)[nH]c2c1 | 17 | 0.1
CC(NC(=O)COC(=O)c1ccccc1F)C1CC2CCC1C2 (configuration not stated) | 10 | 0.2
C[C@@H]1CN([C@H](C)CO)C(=O)c2cc(NC(=O)Cc3cn(C)c4ccccc34)ccc2O[C@H]1CN(C)S(=O)(=O)c1ccc(F)cc1 | 16 | -0.1
CCOC(=O)N1CCN(C(=O)CNC(=O)c2ccccc2F)CC1 | 4 | -0.1
CC(C)[C@H](NC(=O)c1ccccc1)C(=O)OCC(=O)Nc1sccc1C(N)=O | -5 | 0.1
O=C(O)c1cc(S(=O)(=O)Nc2ccc3cn[nH]c3c2)ccc1Cl | 9 | 0.0
C[C@H](CO)N1C[C@H](C)[C@@H](CN(C)Cc2ccc(C(=O)Nc3ccccc3N)cc2)Oc2c(NC(=O)C3CCCCC3)cccc2C1=O | 25 | -0.2
C[C@@H]1CN([C@H](C)CO)C(=O)Cc2cc(NS(=O)(=O)c3cn(C)cn3)ccc2O[C@H]1CN(C)S(=O)(=O)c1ccc(Cl)cc1 | -11 | -0.1
C=CC[C@H](CC(=O)NCCO)C(=O)N[C@@H](COC(=O)[C@H](CC=C)CC(=O)OC(C)(C)C)Cc1c[nH]c2ccccc12 | 12 | -0.2
COc1cc(C(=O)NNC(=O)CCOc2ccccc2)cc(OC)c1OC | -3 | 0.2
CC1CCCC(NC(=O)COC(=O)[C@@H](NC(=O)c2ccc(F)cc2)C(C)C)C1C (some centres not stated) | 11 | -0.1
C#CCOCCOCCOCCNc1nc(N2CCN(C(=O)[C@H](CCCN=C(N)N)n3cc(C(N)[C@@H](C)CC)nn3)CC2)nc(N2CCN(C(=O)[C@H](CC(N)=O)n3cc([C@@H](N)CC(N)=O)nn3)CC2)n1 (some centres not stated) | 12 | 0.1
C=CC[C@@H](CC(=O)N(CCO)Cc1ccccc1)C(=O)N[C@H](COC(=O)[C@@H](CC=C)CC(=O)OC(C)(C)C)c1ccccc1 | 11 | 0.5
O=C(N[C@@H]1C/C=C\C[C@H](CC(=O)N(CCO)Cc2ccccc2)C(=O)N[C@@H](Cc2c[nH]c3ccccc23)COC1=O)OCC1c2ccccc2-c2ccccc21 | 26 | 0.0
CCCN(CC(=O)Nc1ccccc1OC)C(=O)c1ccccn1 | 8 | 0.1
CC(C)(C)OC(=O)C[C@@H]1C/C=C\C[C@@H](CC(=O)N[C@H](CO)Cc2ccccc2)C(=O)NC[C@H](c2ccccc2)OC1=O | 1 | -0.1
CC1CC1C(=O)OCC(=O)NC(=O)c1ccc(C(C)(C)C)cc1 (configuration not stated) | 2 | 0.2
COc1ccc(-c2oc(=O)c3cc(OC)c(OC)cc3c2C#CC2(O)CCCCC2)cc1 | 9 | 0.1

# Further entries follow.
SMILES	PREPL inhibitor	Efflux pump inh
O=C(COC(=O)CNC(=O)c1ccccc1Cl)NC1CC1	1	-0.1
CCN(C(=O)COC(=O)c1ccc(O)cc1)c1cccc2ccccc12	-1	0.0
C=CC[C@H](CC(=O)N[C@H](CO)Cc1ccccc1)C(=O)N[C@@H](COC(=O)[C@@H](CC=C)CC(=O)OC(C)(C)C)Cc1c[nH]c2ccccc12	10	0.0
C[C@H](CO)N1C[C@H](C)[C@@H](CN(C)Cc2ccc(Cl)c(Cl)c2)Oc2c(NC(=O)c3ccncc3)cccc2C1=O	32	0.0
O=C(CSc1nc2ccccc2c(=O)n1-c1ccccc1F)N1CCOCC1	11	0.1
C[C@H](CO)N1C[C@H](C)[C@@H](CN(C)Cc2ccncc2)Oc2c(NC(=O)CCCCCC(=O)Nc3ccccc3N)cccc2C1=O	23	-0.2
C[C@H]1COC(=O)[C@H](Cc2ccc(F)cc2)C/C=C\C[C@H](CC(=O)NCCO)C(=O)N1	8	-0.1
Cn1cnc(C(=O)NCc2ccccc2)c1C(=O)NCc1ccccc1	7	-0.1
C[C@@H]1CN([C@H](C)CO)C(=O)c2cccc(NS(=O)(=O)c3cccs3)c2O[C@H]1CN(C)Cc1ccccc1	8	-0.2
COc1ccc(C)cc1NC(=O)c1ccc(OCc2c(C)noc2C)cc1	6	-0.1
COc1ccccc1N(CCOc1ccccc1)S(=O)(=O)c1ccccc1	-3	0.2
CCOC(=O)Cc1csc(SCC(=O)N2CCN(c3ccccc3)CC2)n1	-11	0.0
NS(=O)(=O)c1cccc(NC(=O)CSc2nnc3n2CCCCC3)c1	7	-0.1
CC1CCCCN1C(=O)COC(=O)c1ccc(N2CCCC2=O)cc1 (configuration not stated)	8	0.1
O=C(OCC(=O)N1CCN(S(=O)(=O)c2ccccc2)CC1)C1CCC1	1	-0.1

# Shown with values under each structure: part of the list above
# Values in the order – PREPL inhibitor | Efflux pump inh
C[C@H](CO)N1C[C@H](C)[C@@H](CN(C)Cc2ccncc2)Oc2c(NC(=O)CCCCCC(=O)Nc3ccccc3N)cccc2C1=O
→ 23 | -0.2
C[C@H]1COC(=O)[C@H](Cc2ccc(F)cc2)C/C=C\C[C@H](CC(=O)NCCO)C(=O)N1
→ 8 | -0.1
Cn1cnc(C(=O)NCc2ccccc2)c1C(=O)NCc1ccccc1
→ 7 | -0.1
C[C@@H]1CN([C@H](C)CO)C(=O)c2cccc(NS(=O)(=O)c3cccs3)c2O[C@H]1CN(C)Cc1ccccc1
→ 8 | -0.2
COc1ccc(C)cc1NC(=O)c1ccc(OCc2c(C)noc2C)cc1
→ 6 | -0.1

# (list continues)
SMILES	PREPL inhibitor	Efflux pump inh
N#Cc1ccc(Cl)cc1NC(=O)CSc1cccc[n+]1[O-]	13	0.4
O=C(COC(=O)c1cc[n+]([O-])cc1)Nc1ccc(Cl)cc1Cl	10	-0.1
Cc1ccc2c(c1)-n1c(nc3cc(Cl)ccc3c1=O)C(CC(C)C)NC2=O (configuration not stated)	10	-0.4
Cc1ccc(F)cc1NC(=O)c1ccc(OCC2CCCO2)cc1 (configuration not stated)	3	0.2
CC(C)(C)OC(=O)C[C@H]1C/C=C\C[C@@H](CC(=O)N[C@@H](CO)Cc2ccccc2)C(=O)N2CCC[C@H]2COC1=O	11	-0.1
COc1ccccc1NS(=O)(=O)c1ccc(C(=O)N2CCCCCC2)cc1	2	0.0
O=C(CNC(=O)c1cccc(F)c1)NC1CC1	5	-0.1
C=CCC[C@@H](Cc1ccc(F)cc1)C(=O)OC[C@@H](NC(=O)[C@@H](CC=C)CC(=O)N[C@H](CO)Cc1ccccc1)C(C)(C)C	23	0.1
CC(C)(C)N(Cc1ccccc1)C(=O)COC(=O)c1ccc(S(=O)(=O)N2CCOCC2)cc1	8	-0.1
Cn1c(N)c(C(=O)COC(=O)Cc2cccc(C(F)(F)F)c2)c(=O)n(C)c1=O	16	-0.1
CCSc1nnc(NC(=O)c2ccc3nc[nH]c3c2)s1	7	-0.1
COc1ccccc1CNC(=O)CN1C(=O)NC2(CCCCCCC2)C1=O	7	-0.1
C=CCN=C1S/C(=C\N(C)C)C(=O)N1S(=O)(=O)c1ccc(C)cc1	24	0.2
Cc1cc(C)n(CC(=O)NNC(=O)c2ccc(S(C)(=O)=O)cc2)n1	22	0.1
CCN(CC)S(=O)(=O)c1ccc(N2CCOCC2)c(NC(=O)c2ccc(=O)[nH]c2)c1	14	0.0

# Continued.
SMILES	PREPL inhibitor	Efflux pump inh
CSc1ncccc1C(=O)OCC(=O)NC(C)CCc1ccccc1 (configuration not stated)	-33	-0.2
Cc1ccc(-c2cc(C(=O)N3CCN(c4ccc(O)cc4)CC3)c3ccccc3n2)cc1	22	-0.4
O=C(NCC1CCCO1)c1ccccc1NS(=O)(=O)c1cccc([N+](=O)[O-])c1 (configuration not stated)	15	-0.2
N#Cc1ccc(C(=O)Nc2cc(S(=O)(=O)N3CCOCC3)ccc2N2CCCC2)cc1	12	0.1
c1ccc(C2(CN3CCNC[C@@H]3CC3CCCCC3)CC2)cc1	6	-0.1
COC(=O)[C@]1(Cc2ccccc2)N[C@H](CN(C)C(C)=O)[C@@H]2C(=O)N(C)C(=O)[C@@H]21	3	-0.4
Cc1nc(NC(=O)COC(=O)C2CC3CCCC(C2)C3=O)c(Cl)cc1Cl (configuration not stated)	11	0.0
CC(C)(C)OC(=O)C[C@H]1C/C=C\C[C@@H](CC(=O)N(CCO)Cc2ccccc2)C(=O)N2CCC[C@H]2COC1=O	11	0.2
C[C@H]1CN([C@@H](C)CO)C(=O)c2cccc(NC(=O)c3ccc(-c4nccs4)cc3)c2O[C@@H]1CN(C)C(=O)Nc1cccc2ccccc12	0	0.3
O=C(COC(=O)C1CC2C=CC1C2)Nc1ccccc1[N+](=O)[O-] (configuration not stated)	8	0.2
O=C(COC(=O)/C=C/c1ccccc1[N+](=O)[O-])Nc1ccc(S(=O)(=O)N2CCOCC2)cc1	19	0.5
CC(Oc1cccc(Cl)c1)C(=O)NNC(=O)c1cccnc1 (configuration not stated)	12	0.1
CC(C)[C@H](CN1CCC[C@H]1CN1C(N)=NC[C@H]1C(C)C)N1C[C@@H](Cc2ccccc2)N(CCCC2CCCC2)C1=N	61*	0.3
CCN(CC(=O)NCc1cccs1)C(=O)c1ccc(-c2ccc(F)cc2)o1	13	-0.1
O=C(O)c1ccccc1Nc1cccc(C(F)(F)F)c1	7	0.0

# Given with two lines to a compound: part of the list above
# The line under a structure holds: PREPL inhibitor, Efflux pump inh
- N#Cc1ccc(C(=O)Nc2cc(S(=O)(=O)N3CCOCC3)ccc2N2CCCC2)cc1
    12, 0.1
- O=C(NCC1CCCO1)c1ccccc1NS(=O)(=O)c1cccc([N+](=O)[O-])c1 (configuration not stated)
    15, -0.2
- O=C(COC(=O)C1CC2C=CC1C2)Nc1ccccc1[N+](=O)[O-] (configuration not stated)
    8, 0.2

# Later entries:
SMILES	PREPL inhibitor	Efflux pump inh
C[C@@H](C(=O)Nc1ccc(OC(F)F)c(Cl)c1)N1C(=O)C2CC=CCC2C1=O (some centres not stated)	18	-0.1
CN(C(=O)COC(=O)c1ccc2c(c1)OCO2)C1CCCCC1	3	-0.1
COc1ccc(CNC(=O)COC(=O)C2(C)CC2(Cl)Cl)cc1 (configuration not stated)	2	0.1
COc1ccc(Cl)cc1C(=O)NNC(=O)c1nn(C)c(=O)c2ccccc12	0	0.1
Cc1cc(NC(=O)CSCC(=O)OCc2nnc(-c3ccc(F)cc3)o2)no1	1	-0.3
